Lipid storage S3: qHTS Assay for Lipid Storage Modulators in Drosophila S3 Cells. Drosophila S3 cells, BODIPY lipid droplet fluorescence, 18-24 h; cells fed with added oleic acid. lipid storage change, negative = inhibition, % at the top dose, mostly 46.1 µM; hits show Potency in µM. hit rate 0.64% among 320,000. AID 2685, 2010; active = well fitted inhibition curve with a large enough effect in the signal ratio, with a control signal flat, not every such curve was filed as active; inconclusive = small, poorly fitted or top-dose-only effect, or effect the other way, or a change in a side signal; the % refers to the signal ratio
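Drosophila S3 cells loaded with oleic acid (400 uM, as added) and compounds at several concentrations; lipid droplets imaged by 488-nm laser-scanning cytometry, 500–530 nm intensity and object ratio to cell channel. Percent activity normalized to 20 uM Triacsin C.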
Lipid storage S3 cell count max: recorded beside Lipid storage S3, whose call it bears; cell number change, %; measured here: cell count max response;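 cells counted by Cell Tracker Red CMTPX staining in the red channel; peak over a dose series mostly up to 46.1 µM; percent activity relative to internal control wells on each plate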
The depositor's hits bear a star; i = inactive; ? = inconclusive; . = no result given; [ ] = remark or other dose. % is set by controls: 0 for no effect and ±100 for the full control effect; potency is the fitted concentration of half-maximal effect. Not all compounds are listed; rates above refer to the full screens.

SMILES | Lipid storage S3 | Lipid storage S3 cell count max
CC(=O)N1CC(=O)N=C1SCC(=O)Nc1nc(C)c(-c2ccccc2)s1 | 3.2% | 12.6
CC(C)(C)NC(=O)CSc1nc(N)c(NC(=O)c2ccccc2F)c(=O)[nH]1 | -9.0% | -19.6
COc1ccc2[nH]c(=O)c(CN(C(=O)c3cccnc3)c3ccccc3)cc2c1 | ? | .
Oc1c(Br)cc(Br)cc1C=Nc1ccc2c(c1)OCO2 | ? | .
O=C(NCc1ccco1)c1cccnc1Cl | 7.1% | -13.9
COc1cc(CN2CCN(Cc3ccc4cc(F)ccc4n3)CC2CCO)cc(OC)c1 (stereo not drawn) | ? | .
COc1ccc2oc(C(=O)Nc3ccccn3)c(C)c2c1 | ? | .
Cc1cccc(-n2ncc(C#N)c2-n2cccc2)c1 | ? | .
CC(C)(C)c1ccc(/C=N/OCC(=O)NCc2ccccc2)cc1 | ? | .
O=C(Nc1nnc(SCc2ccccc2F)s1)c1ccco1 | -6.2% | -0.1
O=[N+]([O-])c1ccccc1S(=O)(=O)N1CCN(C2CCN(Cc3ccccc3)CC2)CC1 | ? | .
CC(Oc1ccc2c3c(c(=O)oc2c1)CCC3)C(=O)NCc1ccccn1 (stereo not drawn) | i | 1.9
Oc1ccc2cccnc2c1 | ? | .
Cc1c(C)n(Cc2ccc(F)cc2)c2ccc(C(=O)NCCCN3CCOCC3)cc12 | 29.1µM* | 38.2*
CCCn1c(O)c(N=N)c2ccccc21 | ? | .
Cc1ccc(C)c(N2CCN(C(=O)C3CCN(S(=O)(=O)c4cccc5nsnc45)CC3)CC2)c1 | ? | .
OCc1ccc(-c2nn(Cc3ccccc3)c3ccccc23)o1 | ? | .
COc1ccc(C)cc1N(C(=O)COc1cccc(F)c1)c1nc2ccccc2s1 | -2.6% | -11.4
Cc1ccc(NS(=O)(=O)c2ccc3c(c2)NC(=O)C(C)C(=O)N3)c(Br)c1 (stereo not drawn) | ? | .
CN(C(=O)CSc1nnc(-c2ccccc2F)o1)c1ccccc1 | ? | .
CN(Cc1ccccc1)c1nc(N)c([N+](=O)[O-])c(NCc2ccccc2)n1 | 1.9% | -10.4
CCN1CCN(C(=O)/C=C/c2ccc([N+](=O)[O-])cc2)CC1 | 0.0% | 4.7
CCOC(=O)c1ccc(NC(=O)CC2OCCN(CC)C2=O)cc1 (stereo not drawn) | ? | .
CC(=O)c1ccc(OCc2cc(C(=O)NC3CCCCC3)no2)cc1 | -14.3% | -0.7
Nc1nc(SCC(=O)NC2CCCCC2)n[nH]1 | ? | .
Cc1ccc(/C=C2/SC(=S)N(CCCC(=O)Nc3cc([N+](=O)[O-])ccc3O)C2=O)cc1 | ? | .
CCCc1cc(C(=O)Nc2ccc(C(=O)c3ccccc3)cc2)n(C)n1 | i | -15.2
Cc1ccc(S(=O)(=O)NC(=NC(C)C)c2ccccc2)cc1 | ? | .
Cc1ccc(OCC(=O)NC2CCS(=O)(=O)C2)c([N+](=O)[O-])n1 (stereo not drawn) | ? | .
Cc1ccc(NS(=O)(=O)c2cc([N+](=O)[O-])ccc2N/N=C/c2sc(N3CCOCC3)nc2-c2ccccc2)c(C)c1 | ? | .
COc1ccc(C(C)=O)cc1COC(=O)CCNS(=O)(=O)c1ccc(C)c(C)c1 | -1.0% | -4.9
O=C(CSc1ncccc1C(=O)O)c1ccc2ccccc2c1 | ? | .
CN(C)c1ccc(/C=C/C(=O)c2cccnc2)cc1 | ? | .
NNC(=O)CNC(c1ccccc1)c1cc(Br)ccc1N (stereo not drawn) | ? | .
C=Cc1ccc(CSc2cc(C)nc3nc(C)nn23)cc1 | 6.6% | -3.9
CCOC(=O)c1oc2ccccc2c1COC(=O)CNC(=O)c1ccccc1OC | 20.5%[0.0737 µM] | .
COc1ccc(CCNC(=O)c2cn3ccc(C)cc3n2)cc1OC | -2.5% | 16.0
CCOC(=O)c1ccc(NC(=O)C2CCCN(S(=O)(=O)c3ccc(F)cc3)C2)cc1 (stereo not drawn) | ? | .
COC(=O)c1ccc(Nc2nc3ccc(C)cc3n3cnnc23)cc1 | ? | .
C=CCNc1nc(N)c(C(=O)c2ccc3c(c2)OCO3)s1 | ? | .
COc1ccccc1CNC(=O)CNC(=O)[C@@H]1Cc2ccccc2CN1 | i | -22.2
CCc1nc(C)cn1S(=O)(=O)c1cc(OC)c(C)cc1C | 1.0% | .
COc1ccc(OC)c(S(=O)(=O)N2CCC(C(=O)N(C)Cc3ccccc3)CC2)c1 | ? | .
COc1ccc(OC)c(NC(=S)Nc2ccccc2)c1 | ? | .
Cc1ccc(C(=O)NCC(=O)OC(C)C(=O)NCCC2=CCCCC2)cc1C (stereo not drawn) | -12.8% | 1.1
NC(=O)c1ccccc1NC(=O)c1ccccc1S(=O)(=O)c1ccccc1[N+](=O)[O-] | ? | .
COc1cc(C2C(C(=O)C(C)(C)C)=C(O)C(=O)N2Cc2ccccc2)ccc1O (stereo not drawn) | ? | .
Oc1ccc(Br)cc1-c1cc(-c2ccccc2F)[nH]n1 | ? | .
COc1cccc(NC(=O)CN2CCN(S(=O)(=O)c3ccc(F)cc3)CC2)c1 | ? | .
O=C(CCNC(=O)c1ccccc1)NCC1CCCCC1 | ? | .
O=C(NCc1ccco1)c1ccc(Cl)nc1 | -5.9% | 8.2
Cc1ccc2c(c1)C(c1ccc([N+](=O)[O-])cc1)=NNC(c1ccc(Br)cc1)=N2 | 0.0% | -0.6
O=C(NCc1cccnc1)/C(=C\c1ccc(-c2ccc(Br)cc2)o1)S(=O)(=O)c1ccccc1 | ? | .
CC(C)CCn1c(CN2CCN(c3cccc(Cl)c3)CC2)nc2c1c(=O)n(C)c(=O)n2C | 10.1% | 9.3
CCn1c(NCc2cccc(OC)c2OC)nc2ccccc21 | 11.0% | 11.1
COc1ccc(C(=O)NCC(=O)N2CC=C(c3ccccc3)CC2)cc1OC | ? | .
O=C(NC1CC1)C1=C[C@H](C2CCCCC2)C[C@H](OCCCCO)O1 | -2.0% | -14.2
CCCCNC(=O)c1cn(CC)c2ccc(S(=O)(=O)N3CCCC3)cc2c1=O | i | .
CCOC(=O)N/N=C/c1cn(Cc2ccc(F)cc2)c2ccccc12 | 7.2% | 10.4
CC(C)(C)c1cc(=O)[nH]c(SCc2ccccc2Cl)n1 | ? | .

Compound profiles, from the list above:
`CC(=O)N1CC(=O)N=C1SCC(=O)Nc1nc(C)c(-c2ccccc2)s1` reads Lipid storage S3: 3.2%; Lipid storage S3 cell count max: 12.6
`Cc1ccc2c(c1)C(c1ccc([N+](=O)[O-])cc1)=NNC(c1ccc(Br)cc1)=N2` reads Lipid storage S3: 0.0%; Lipid storage S3 cell count max: -0.6
`OCc1ccc(-c2nn(Cc3ccccc3)c3ccccc23)o1` reads Lipid storage S3: ?; Lipid storage S3 cell count max: .

Later entries.
SMILES | Lipid storage S3 | Lipid storage S3 cell count max
O=C(NC1CCCCCC1)c1c2c(nc3ccccc13)CCN(Cc1ccccc1)C2 | ? | .
CSc1ccc(/C=N/Nc2ccc(Cl)c(C(=O)O)c2)cc1 | 27.2% | 16.0
CC(=O)OCC1OC(n2ncc(=O)n(Cc3ccccc3)c2=O)C(OC(C)=O)C1OC(C)=O (stereo not drawn) | -2.1% | 8.7
CN(Cc1ccccc1)C(=S)NC(=O)c1ccc(-c2ccccc2)cc1 | ? | .
Cc1c(C(=O)NN2CCN(C)CC2)cccc1[N+](=O)[O-] | ? | .
O=C(NC1CCCCC1)Sc1ccc(Cl)cc1 | i | 13.3
O=C1N=c2ccccc2=C1c1c(O)[nH]c2c(C(F)(F)F)cccc12 | i | 5.3
CS(=O)(=O)N(CC(=O)N1CCCC1)c1ccccc1F | 16.4% | -5.4
O=S(=O)(c1ccccc1)c1nc(-c2cccs2)oc1NCC1CCCO1 (stereo not drawn) | i | .
CCN(CC)S(=O)(=O)c1ccc(S(=O)(=O)N2CCCC2)cc1 | -3.9% | 4.3
COc1cc(NC(=O)c2cc3c(CO)cnc(C)c3oc2=Nc2cccc(C(N)=O)c2)cc(OC)c1 | ? | .
COc1ccccc1NC(=S)NC1CC2CCC1C2 (stereo not drawn) | ? | .
CN(C(=O)n1cnc2ccccc21)c1ccccc1 | -3.6% | -5.2
O=C(COc1ccccc1)N1CCN(c2ccc([N+](=O)[O-])c(N3CCCCC3)c2)CC1 | -18.4% | -8.4
O=S(=O)(Nc1ccc(Cl)nn1)c1ccccc1 | ? | .
COC(=O)c1ccc(C(C(=O)NC2CCCCC2)N(Cc2ccccc2)C(=O)Cc2cccs2)cc1 (stereo not drawn) | ? | .
Cn1c(SCc2c(Cl)cccc2Cl)nnc1-c1ccc2nonc2c1 | -10.7% | 1.8
CC1CN(C(=O)c2cc(-c3ccncc3)nc3ccccc23)CC(C)O1 (stereo not drawn) | 1.1% | -2.6
Cc1c(-c2ccccc2)nc2ccccc2c1C(=O)O | -14.5% | 7.4
O=C(Nc1ccccc1Cl)c1ccc(S(=O)(=O)NCC2CCCO2)cc1 (stereo not drawn) | ? | .
CN(C)c1cccc(C(=O)OCc2cc(=O)oc3cc(O)ccc23)c1 | 22.3% | -7.3
Cn1c(N/N=C/c2cccs2)nc2c1c(=O)n(Cc1ccccc1)c(=O)n2C | 5.0% | 23.3
Cc1cc(C)c(C#N)c(SCc2ccccc2C(=O)O)n1 | ? | .
Cc1ccc(NC(=O)CNC(=O)N2CC(=O)Nc3ccccc32)cc1F | ? | .
CN(CC(=O)Nc1cccc2c1CCCC2)S(=O)(=O)c1ccc(Cl)cc1 | ? | .
COc1cc(NC(=S)NNC(=O)C(C)(C)O)cc(OC)c1 | 11.3% | 1.4
O=C(NCCOCCOCCNC(=O)c1ccccc1)c1ccccc1 | ? | .
CC1CN(CC(=O)Nc2ccc(Br)cn2)CC(C)O1 (stereo not drawn) | 7.6% | 20.2
COc1cccc(NC(=O)COC(=O)CCS(=O)(=O)c2ccc(C)cc2)c1 | 9.4% | .
O=C(NCc1cccnc1)c1cn(CCc2ccccc2)nn1 | i | .
COc1ccc(-c2nc(C)sc2CC(=O)O)cc1OC | ? | .
CC1(C)CC2CC(C)(CN2S(=O)(=O)c2cccc(C(=O)OCC(N)=O)c2)C1 (stereo not drawn) | ? | .
Nc1nc(NC(=O)C(Cl)(Cl)Cl)nn1-c1ccccc1 | -11.2% | -13.2
CC(C)N(Cc1ccccc1)C(=O)c1ccc2c(c1)OCO2 | -22.6% | .
Cc1cc(=O)oc2c(CN(CC(C)C)CC(C)C)c(O)ccc12 | i | 26.4
Cc1ccccc1N(CC(=O)N1CCOCC1)S(C)(=O)=O | 4.5% | 4.2
O=C(c1cccc(C(F)(F)F)c1)C1CCCN(C(=O)CCc2cnccn2)C1 (stereo not drawn) | 0.6% | 18.9
Cc1cc(C)cc(NC(=O)C(OC(=O)C2=COCCO2)c2ccccc2)c1 (stereo not drawn) | -1.7% | -0.1
O=C(CN1C(=O)/C(=C/c2ccco2)SC1=S)Nc1ccc(O)c(C(=O)O)c1 | ? | .
CCOC(=O)CCSc1nc(N2CCOCC2)c2c(c1C#N)CC(C)(C)OC2 | ? | .
c1ccc(Cn2c(SCCN3CCOCC3)nnc2-c2cccnc2)cc1 | ? | .
CCN1CCN(c2ccc(NC(=O)c3cccc(OCc4ccccc4)c3)cc2)CC1 | ? | .
CC1SCC(=NOCc2ccccc2)CS1 (stereo not drawn) | 8.9% | 2.0
Cn1c(=O)oc2cc(S(=O)(=O)N3CCC(C(=O)NCc4ccccc4)CC3)ccc21 | -25.7% | 10.4
CCN(CC)CCCNC(=O)Cn1ncn2cccc2c1=O | ? | .
c1ccc(N2CCN(c3c4c(nc5ncnn35)CCC4)CC2)cc1 | 16.1% | -25.8
C/C(=N\NC(=O)c1ccc(N)cc1)C1CC1 | ? | .
COc1ccc(OC)c(NC(=O)CCC(=O)N(Cc2ccc(OC)c(OC)c2)c2nccs2)c1 | ? | .
Cc1ccc(CN2CCCN(Cc3c(F)cccc3Cl)S2(=O)=O)cc1 | i | 32.4
Cc1ccc2c(c1)cc(CN(Cc1ccc3c(c1)OCO3)S(=O)(=O)c1ccccc1)c1nnnn12 | ? | .
Cc1oc(-c2cc(F)ccc2F)nc1CN1CCN(C)C(=O)[C@@H]1C | 22.0% | -6.7
Cc1ccc(N2C(=O)C3C=NNC3C2=O)cc1 (stereo not drawn) | 0.5% | 4.9
Cc1csc(NC(=O)Cn2cnnn2)n1 | ? | .
COc1ccc(CCNc2nncc(=O)[nH]2)cc1OC | i | .
COc1cc2ccccc2cc1C(=O)N1CCN(C(C)=O)CC1 | ? | .

By substructure: those above with a CF3 group
SMILES | Lipid storage S3 | Lipid storage S3 cell count max
O=C1N=c2ccccc2=C1c1c(O)[nH]c2c(C(F)(F)F)cccc12 | i | 5.3
O=C(c1cccc(C(F)(F)F)c1)C1CCCN(C(=O)CCc2cnccn2)C1 (stereo not drawn) | 0.6% | 18.9

Bioassay records: PubChem BioAssay, National Center for Advancing Translational Sciences (NCATS)
